# Screening data (PubChem BioAssay)
# mouse IAP activators = activators of mouse IAP, confirmation, biochemical, luminescence, single concentration (AID 434970); activity change, negative = activation, % at 10 µM; 2.9% of 11,000 active; purified mouse IAP, CDP-Star luminescence, 30 min; hits give low values; in the data active = activity change below about -85%;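 also: percent relative to enzyme plus DMSO wells and wells without enzyme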
# mouse IAP activators Fold change = recorded beside mouse IAP activators, whose call it bears; activation factor; measured here: IAP activation factor; hits give high values;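 fold luminescence change scaled to plate control wells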
# * = called active by the depositor.
# Below each SMILES: mouse IAP activators | mouse IAP activators Fold change
O=C(CCN1C(=O)c2ccccc2C1=O)Oc1ccc2ccccc2c1
→ -2 | 1
Cc1cc(Cl)ccc1OCc1nc(-c2ccc(O)cc2)n[nH]1
→ 13 | 0.87
C[C@]12c3[nH]c4ccc(Cl)cc4c3CCN1C(=O)[C@@H](CC(=O)NCCC1=CCCCC1)C[C@@H]2C(=O)N1CCCCC1
→ -38 | 1.4
CN(C)C(=O)CCc1ccc2c3c([nH]c2c1)[C@]1(CCC2CCCC2)[C@@H](C(=O)N2CCOCC2)C[C@H](CC(=O)NCc2cccc(C(F)(F)F)c2)C(=O)N1CC3
→ 5 | 0.95
CCOC(=O)c1ccc(-c2ccc(-c3cc(=O)oc4cc(OC)c(OC)c(OC)c34)cc2)cc1
→ 4 | 0.96
S=c1[nH]ncn1/N=C/c1ccc(N2CCOCC2)cc1
→ 0 | 1
O=C(NC[C@@H]1CC[C@@H](Cc2ccc(-c3ccccc3)cc2)O1)Nc1ccc(Br)cc1
→ -310* | 4.1*
O=[N+]([O-])c1c(Nc2ccccc2)ccc2nonc12
→ 7 | 0.93
CC(C)Cc1ccc(CN2CCC(n3nccc3NC(=O)C3CCCC3)CC2)cc1
→ -98* | 2*
Cc1ccc2c(c1)N(CCC(=O)NC(C)C)C(=O)CO2
→ 8 | 0.92
O=C(NCCc1cccc(Cl)c1)c1cc2ccccc2oc1=O
→ -1 | 1
COC(=O)CN(n1cnnc1)S(=O)(=O)c1ccccc1Cl
→ -10 | 1.1
Cc1ccc(NC(=O)c2nnn(-c3cc(C)cc(C)c3)c2N)cc1
→ 0 | 1
Oc1ccc(CNc2ccccc2)c2cccnc12
→ -2 | 1
COc1cccc(-n2c(SCC(=O)Nc3nccs3)nnc2-c2ccoc2C)c1
→ 2 | 0.98
COc1ccc(CCNC(=O)CN2CCC(C)CC2)cc1OC
→ -11 | 1.1
Cc1ccc(-c2cccc([C@H]3[C@@H]4C=CC[C@@H](C)[C@@H]4C(=O)N3Cc3ccccc3)c2)cc1
→ 4 | 0.96
Cc1ccc(C(C)C)c2c1C(c1ccc3c(c1)OCO3)CC(=O)O2 (stereo unspecified)
→ 2 | 0.98
CCn1c(CNc2ccc(F)cc2)nnc1SCCN1CCCCC1
→ 3 | 0.97
O=C(CSc1nnc(CNc2ccc(F)cc2)n1Cc1ccccc1)NCc1ccco1
→ -1 | 1
CCc1nnc(NC(=O)CSc2ncc(-c3ccccc3)n2C)s1
→ 8 | 0.92
C=CCN1C(=Nc2cccnc2)SCC1(O)c1ccc(C)cc1 (stereo unspecified)
→ -9 | 1.1
CCc1ccc(N(C(=O)c2csnn2)C(C(=O)NCc2ccccc2)c2ccco2)cc1 (stereo unspecified)
→ -1 | 1
CCN(CC)S(=O)(=O)c1ccc(N2CCCC2)c(C(=O)OCC(=O)/C(C#N)=C(\C)N)c1
→ 7 | 0.93
c1ccc(-c2c(-c3ccccc3)n(Cc3ccco3)c3ncnc(NCCCn4ccnc4)c23)cc1
→ -5 | 1
COc1ccccc1C(=O)N1CCN=C1SCc1cccnc1
→ 4 | 0.96
CC(C)OCCCn1c(=N)c(C(N)=S)cc2c(=O)n3ccccc3nc21
→ 19 | 0.81
CN1CCN(C(c2cccnc2)c2ccc3cccnc3c2O)CC1 (stereo unspecified)
→ -14 | 1.1
CCCOC(=O)CSc1nc(N)c(C#N)c(CC)c1C#N
→ -6 | 1.1
CC(C)(C)CC(=O)Nc1nnc(C(F)(F)F)s1
→ -2 | 1
Oc1ccc(/C=N/Nc2cc(N3CCOCC3)nc(N3CCOCC3)n2)cc1O
→ 63 | 0.37
CC(=O)NC(C)C(=O)OCC(=O)c1ccc(Cl)s1 (stereo unspecified)
→ -8 | 1.1
CCOC(=O)N1CCC(NS(=O)(=O)c2ccc3c(c2)CCN3C(C)=O)CC1
→ 8 | 0.92
CCOc1ccc(-c2cc(CCCC(=O)NCCc3ccccc3)no2)cc1
→ -7 | 1.1
CCN(CC)C(=O)Cn1c(=O)n(C)c2ccccc21
→ 5 | 0.95
Cc1ccc(S(=O)(=O)N2CCN(C(=O)CSc3nc4ccccc4c(=O)[nH]3)CC2)cc1
→ 8 | 0.92
Cc1sc(NC(=O)C2CCCO2)c(C(N)=O)c1C (stereo unspecified)
→ 0 | 1
Cc1cc(C)n2nc(SCC3COc4ccccc4O3)nc2n1 (stereo unspecified)
→ 1 | 0.99
N=c1sccn1CC(=O)Nc1cc(Cl)ccc1Oc1ccccc1
→ 6 | 0.94
CCS(=O)(=O)Nc1ccc(C(=O)OC)cc1
→ 9 | 0.91
CCOC(=O)c1ccc(NC(=O)Nc2ccc(F)cc2)cc1
→ -67 | 1.7
Cc1ccc2nc(-c3ccc(NC(=S)NC(=O)CC(C)C)cc3)sc2c1
→ 13 | 0.87
Cn1c2c(c(=O)n(C)c1=O)C(c1ccccc1OC(F)F)C1=C(CCCC1=O)N2 (stereo unspecified)
→ 2 | 0.98
COc1ccc(C(c2nnnn2Cc2cccs2)N2CCN(c3ccccc3F)CC2)cc1OC (stereo unspecified)
→ -1 | 1
CCOc1ccc2nc(NC(=O)CN3CCC(n4nnc5cc(F)ccc54)CC3)sc2c1
→ -12 | 1.1
O=C(NCCN1CCOCC1)N1c2ccccc2Sc2ccccc21
→ 2 | 0.98
Cc1nnc(SCc2ccc(Cl)cc2Cl)[nH]c1=O
→ 6 | 0.94
O=C(NNC(=O)c1ccccc1O)c1ccc(Cl)cc1
→ 25 | 0.75
COc1ccc(-c2nc(NC(=O)C3CCN(c4nc5ccccc5o4)CC3)sc2C)cc1
→ 5 | 0.95
COC(=O)[C@@]1(Cc2ccccc2)[C@H]2C(=O)N(Cc3ccccc3)C(=O)[C@H]2[C@H]2CN=C(SCC3CC3)N21
→ -4 | 1

# Following part.
# Below each SMILES: mouse IAP activators | mouse IAP activators Fold change
CCn1c(C)cc(=S)c2ccccc21
→ 8 | 0.93
Cc1ccc(NC(=S)NC2CCCCC2)cc1S(=O)(=O)N(C)C
→ -30 | 1.3
C/C(CC(=O)Nc1ccc2ccccc2c1)=N\NC(=O)c1ccc(O)c(O)c1
→ 67 | 0.33
NC(=O)Cn1nnc(-c2ccccc2NC(=O)c2cnccn2)n1
→ -4 | 1
COCC(=O)NCc1nc2ccccc2[nH]1
→ 7 | 0.93
O=C(C[C@H]1C[C@H](C(=O)N2CCOCC2)[C@@]2(CCC3CCCC3)c3[nH]c4cc(-c5ccco5)ccc4c3CCN2C1=O)NCCc1ccccn1
→ -17 | 1.2
CCCNC(=S)N1CCC(NC(=O)C23CC4CC(CC(C4)C2)C3)CC1
→ 9 | 0.91
O=C(Nc1ccc2c(c1)N(Cc1ccccc1)C(=O)c1ccccc1S2)NC1CC1
→ -145* | 2.4*
Cc1cc(-c2n[nH]c(=S)n2/N=C/C=C/c2ccco2)n[nH]1
→ 54 | 0.46
CCN1C[C@@H]2[C@@H]3C(=O)N(Cc4ccccc4)C(=O)[C@@H]3[C@](Cc3ccccc3)(C(=O)OC)N2C1=NC
→ 5 | 0.95
O=C(NNS(=O)(=O)c1ccc([N+](=O)[O-])cc1)c1cnn(-c2ccccc2)c1-n1cccc1
→ 17 | 0.83
Cc1ccc(S(=O)(=O)N2CCC(C(=O)N[C@@H](C)C(=O)NC3CCCCC3)CC2)cc1
→ -9 | 1.1
O=C(c1ccccc1)N1CCCOC1c1ccccc1 (stereo unspecified)
→ 5 | 0.95
O=C(NCc1ccco1)c1ccccc1-c1ccc(C(F)(F)F)cc1
→ -8 | 1.1
Cc1ccc(NC(=O)c2cc(-c3cccs3)on2)cc1
→ 4 | 0.96
COC(=O)c1cc(OC)c(OC)cc1NC(=O)C1CCC(=O)N1S(=O)(=O)c1ccc(C)cc1 (stereo unspecified)
→ 4 | 0.96
CCN1CCN(c2ccc(NC(=O)c3ccc4c(c3)[nH]c(=O)n4Cc3ccc(OC)cc3)cc2)CC1
→ 5 | 0.95
CCOc1ccccc1N(CC(=O)Nc1ccc(C)cc1)S(C)(=O)=O
→ 2 | 0.98
Cc1[nH]nc(SCC(=O)N2CCCCC2)c1[N+](=O)[O-]
→ 0 | 1
Cc1cc(-c2ccc(N=Nc3c(S(=O)(=O)O)cc4cc(S(=O)(=O)O)cc(N)c4c3O)c(C)c2)ccc1N=Nc1c(S(=O)(=O)O)cc2cc(S(=O)(=O)O)cc(N)c2c1O
→ 83 | 0.17
COc1ccc(N2CCN(C(=O)Cc3nn(C)c(=O)c4ccccc34)CC2)cc1
→ -13 | 1.1
O=C1CC(C(=O)Nc2ncccn2)C(c2ccccc2)O1 (stereo unspecified)
→ -4 | 1
COCCNC(=O)NC1(C(F)(F)F)Oc2ccc(Cl)cc2O1 (stereo unspecified)
→ -4 | 1
NS(=O)(=O)c1ccc(-c2ccc(/C=N/NC(=O)c3ccc([N+](=O)[O-])cc3)o2)cc1
→ 45 | 0.55
CN(C)S(=O)(=O)c1ccc(S(=O)(=O)N2CCCC2)cc1
→ -1 | 1
CCOC(=O)c1c(CN2CCOCC2)n(-c2ccccc2)c2cc(Br)c(OC)cc12
→ 7 | 0.93
CCOC(=O)Cc1csc(NC(=O)CSc2nc(N)c3c(C)c(C)sc3n2)n1
→ 10 | 0.9
O=C(CCn1c(=O)[nH]c2ccccc2c1=O)NCCCN1CCN(c2cccc(Cl)c2)CC1
→ 1 | 0.99
COc1cc2sc(-c3ccccc3OC)c(-c3ccc(OCCN4CCOCC4)cc3)c2cc1OC
→ 0 | 1
C=CCn1c(=O)c2ccccc2n2c(SCC(=O)NCCc3ccccc3)nnc12
→ 3 | 0.97

# Full records from above:
# COc1cc2sc(-c3ccccc3OC)c(-c3ccc(OCCN4CCOCC4)cc3)c2cc1OC across the screens: mouse IAP activators = 0; mouse IAP activators Fold change = 1
# CN(C)S(=O)(=O)c1ccc(S(=O)(=O)N2CCCC2)cc1 across the screens: mouse IAP activators = -1; mouse IAP activators Fold change = 1
# NS(=O)(=O)c1ccc(-c2ccc(/C=N/NC(=O)c3ccc([N+](=O)[O-])cc3)o2)cc1 across the screens: mouse IAP activators = 45; mouse IAP activators Fold change = 0.55

# Later entries:
# Below each SMILES: mouse IAP activators | mouse IAP activators Fold change
CCOC(=O)C1=CN(Cc2cccc(F)c2)S(=O)(=O)N(CC)C1c1ccc(F)c(Cl)c1 (stereo unspecified)
→ -10 | 1.1
Cc1cccc(N(CC(=O)Nc2c(C)n(C)n(-c3ccccc3)c2=O)S(C)(=O)=O)c1
→ 9 | 0.91
S=C(Nc1ccc(Cl)c(Cl)c1)NC1CCCCC1
→ -90 | 1.9
Cc1ccc2c(c1)c1c3n2CCN=C3CCC1
→ -4 | 1
CCOC(=O)c1nnn(CC(=O)Nc2cccc(OC)c2)c1C(=O)OCC
→ 1 | 0.99
CCOC(=O)c1cn(-c2nc(-c3ccc(Cl)c(Cl)c3)cs2)c2c(F)c(N3CCOCC3)c(F)cc2c1=O
→ -6 | 1.1
Cc1ccc(C(=O)Nc2sc3c(c2C#N)CCCCC3)cc1C
→ 8 | 0.92
COC(=O)c1sccc1NC(=O)c1sccc1C
→ 0 | 1
COC(=O)C1CC(c2c(OC)cc(OC)cc2OC)=NO1 (stereo unspecified)
→ 5 | 0.95
CCCCN(CCCC)S(=O)(=O)c1ccc(N2CCCC2=O)c([N+](=O)[O-])c1
→ 10 | 0.9
CCC(C)(C)NC(=O)C(c1ccc(OC)cc1)N(Cc1ccco1)C(=O)CCC(=O)Nc1cc(C)on1 (stereo unspecified)
→ 7 | 0.93
Cc1cc(N)ccc1NC(=O)c1ccccc1
→ 7 | 0.93
CCCNS(=O)(=O)c1ccc(CCC(=O)NCc2ccc3c(c2)OCO3)cc1
→ 6 | 0.94
CCCc1[nH]nc2c1C(CCC)C(C#N)=C(N)O2 (stereo unspecified)
→ 3 | 0.97
CCOc1ccc(NC(=O)CCC(=O)O)cc1
→ 3 | 0.97
O=C1Nc2ccccc2C(O)(C(=O)NC2CC2)N1c1ccc(Cl)c(Cl)c1 (stereo unspecified)
→ 9 | 0.91
CCOC(=O)C1CCN(C(=O)CCN2C(=O)C3C4C=CC(C4)C3C2=O)CC1 (stereo unspecified)
→ 2 | 0.98
CC1CC(=S)Nc2ccccc2S1 (stereo unspecified)
→ 10 | 0.9
NS(=O)(=O)c1ccc(CCNC(=O)c2ccc(S(=O)(=O)N3CCCCC3)cc2)cc1
→ 8 | 0.92
CCOC(=O)c1c(C)n(C)c2ccc(OC)c(NC(=O)CN3CCSCC3)c12
→ 6 | 0.94
COc1ccc(C(=O)CSc2nnc(-c3cccnc3)n2Cc2ccco2)cc1
→ 4 | 0.96
CC(C)N(C(=O)[C@H]1C[C@H](CC(=O)NCCCn2ccnc2)C(=O)N2CCc3c([nH]c4cc(CCC(=O)N(C)C)ccc34)[C@]12C)C(C)C
→ 0 | 0.99
CCOc1ccc(N2CC(C(=O)NCCCN3CCOCC3)CC2=O)cc1 (stereo unspecified)
→ 8 | 0.92
Cc1ccc(S(=O)(=O)n2ccc(-c3ccc(OCc4c(F)cccc4Cl)cc3)n2)cc1
→ 7 | 0.93
COC(=O)c1ccc(COC(=O)CNC(=O)c2ccco2)cc1
→ 3 | 0.97
Cc1nnc(SCC(=O)NC(=O)NC(C)(C)C)n1N
→ 9 | 0.91
Cc1ccc(NC(=O)Nc2ccc(F)cc2)cc1Cl
→ -51 | 1.5
O=C(NNC(=O)c1ccc(O)cc1O)c1ccc(-c2ccccc2)cc1
→ 40 | 0.6
CC1CC(C)CN(CCCNC(=O)c2csc3c2CCCC3)C1 (stereo unspecified)
→ -12 | 1.1
COC(=O)c1ccc(NC(=O)C2CCN(S(C)(=O)=O)CC2)cc1
→ 11 | 0.89
Cc1nc2cc(S(=O)(=O)N(C)C)ccc2n1-c1ccccc1
→ 4 | 0.96
CN1CCN(CC(=O)C23CC4CC(CC(C4)C2)C3)CC1
→ 3 | 0.97
Cc1ccc(NC(=O)N2CCC(NC(=O)c3ccccc3C)CC2)cc1
→ 1 | 0.99
CC(C)c1nc2ccccn2c1NC1CCCCC1
→ 1 | 0.99
CC12CCC3(CO)COC(c4ccccc4O1)C2C3 (stereo unspecified)
→ 5 | 0.95
Cc1ccc(S(=O)(=O)Nc2c(C)n(C)n(-c3ccccc3)c2=O)cc1C(=O)NCc1ccccn1
→ 2 | 0.98

# Not all compounds are listed. The share of hits here may be higher or lower than overall.
